MmCpn inh – inhibitors of Methanococcus maripaludis chaperonin (MmCpn). 330,000 compounds, 0.031% hits. Potency, µM (top dose mostly 76.9 µM), for the others: at the highest dose activity, negative = inhibition, hits mostly inhibitors. purified Mm-Cpn ATPase, ADP Transcreener TR-FRET; also: potency is read from the fitted curve at half-maximal effect; % is scaled to controls: 0 for no effect and ±100 for the full control effect; nearly all actives have a fitted effect of over 80% in size
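Quantitative HTS used 25 nM Mm-CPN and 10 uM ATP in magnesium/KCl Tris buffer, pH 7.4, with 1 mM DTT. Hydrolysis ran 30 min at 37°C; ADP was read by HTRF.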
CCT chaperon mod – cytosolic chaperonin activity modulation; purified chaperonin ATPase assay, HTRF ADP detection, 30 min; activity change, % (concentration not given with the values), hits read low; 360,000 compounds, 0.3% hits; in the data active = activity change below about -30%; also: % is scaled to controls: 0 for no effect and ±100 for the full control effect
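TRiC at 40 or 20 nM final (batch-dependent) in 30 mM Tris pH 7.4, 100 mM KCl, 5 mM MgCl2, 1 mM DTT, with compound at single 76 uM and 10 uM ATP, 30 min at 37 deg C. ADP detected by HTRF Transcreener, 665/615 ratio.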
Nrf2 block – inhibitors of Nrf2 signaling. A549 ARE-Fluc reporter, luciferase luminescence, 18-24 h. Potency, µM (titrated, usually from 46 µM), for the others: at the top dose activity change, negative = inhibition, most hits filed as inhibitors. 360,000 compounds, 2.1% hits. AID 504444; also: potency is read from the fitted curve at half-maximal effect; % is scaled to controls: 0 for no effect and ±100 for the full control effect; nearly all actives have a fitted effect of over 60% in size
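In this cell-based qHTS, ARE-driven firefly luciferase in A549 cells reports Nrf2 activity; the luminescent signal after BugLite lysis is the measured value, with a prior CellTiter-Fluor read for cell health.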
HepG2 tox – HepG2 cytotoxicity, counter-screen for TGF-b inhibitors | Potency, µM (titrated, usually from 46.1 µM), for inactives: at the highest dose activity change, negative = cytotoxicity, actives largely listed as cytotoxic | 410,000 compounds, 0.76% hits | HepG2 CAGA-GFP viability, ATP luminescence, 18 h; also: potency is read from the fitted curve at half-maximal effect; some results filed as inactive show a strong effect at the top dose
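HepG2 CAGA-GFP cells (1000/well, DMEM with 1% FBS) received compound, then TGF-beta at 500 pg/mL final, and were incubated 18 hours at 37 degrees C. Viability was read by CellTiter-Glo luminescence. Media-only wells were set as complete cell-killing and DMSO as no toxicity.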
Akt phos inh – Akt phosphorylation inhibition; Neuro2A IGF-stimulated pAkt S473 HTRF, 20 min; active compounds read low; activity change, % for hits at 50 µM; 360,000 compounds, 0.32% hits; in the data active = activity change below about -80%; inconclusive = mostly about -51% to -80%; also: % is scaled to controls: 0 for no effect and ±100 for the full control effect
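Neuro2A cells in DMEM with 0.5% FBS, overnight at 37 deg C, given compound at single 50 µM final, then IGF (6 nM final) for 20 min at 37 deg C. Lysed; phospho-Akt Ser473 by HTRF after 24 h, 665/615 ratio.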
Abeta yeast res – A-beta toxicity reversal in yeast. yeast expressing A-beta42, growth rescue, OD600, 48 h; response scale: 0% DMSO, 100% iron-clioquinol control. Potency, µM (top dose mostly 46.1 µM), without a hit: at the highest dose growth rescue, most hits filed as activators. 410,000 compounds, 0.063% hits; also: potency is read from the fitted curve at half-maximal effect; nearly all actives have a fitted effect of over 55% in size
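Yeast A-beta toxicity model in growth medium with pinned compounds, 48 h at 30 C; growth read as absorbance at 600 nm. Normalized to FeCl3/clioquinol equimolar mix (positive) and DMSO (negative).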
Nrf2 ARE act – activates Nrf2 signaling; AREc32 ARE-luciferase reporter (MCF7-derived line), luminescence, 24 h; Potency, µM (top dose mostly 46.1 µM), for the others: at the top dose activation, most hits filed as activators; 410,000 compounds, 0.31% hits; AID 624171; also: potency is read from the fitted curve at half-maximal effect; % of control where 0% means no effect; nearly all actives have a fitted effect of over 65% in size
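Cells of the AREc32 ARE-luciferase line are plated in OPTI-MEM containing 5% FBS and left overnight at 37 deg C. Compounds are pinned in, incubation continues 24 hr, and firefly luciferase signal is then measured.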
TGFb SMAD3 inh – inhibitors of TGF-b signaling; HepG2 CAGA-GFP TGF-b/SMAD3 reporter, GFP fluorescence, 18 h; TGF-beta stimulated, 500 pg/mL final; Potency, µM (top dose mostly 46.1 µM), without a hit: top-dose activity, negative = inhibition, hits mostly inhibitors; 410,000 compounds, 1.2% hits; also: potency is read from the fitted curve at half-maximal effect; % is scaled to controls: 0 for no effect and ±100 for the full control effect; nearly all actives have a fitted effect of over 65% in size
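Inhibition of TGF-beta-driven CAGA-GFP reporter expression in HEPG2 cells is measured by cellular GFP fluorescence after 18 h stimulation with 500 pg/mL recombinant TGF-beta in 1% FBS medium at 37 degrees C.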
A549 tox – counter-screen for Nrf2 inhibitors: cytotoxicity in A549 cells. A549 ARE-Fluc cells, CellTiter-Fluor viability, 18-24 h. Potency, µM (highest dose often 46 µM), inactives show at the highest dose activity change, negative = cytotoxicity, most hits filed as inhibitors. 390,000 compounds, 0.16% hits. AID 504648; also: potency is read from the fitted curve at half-maximal effect; % is scaled to controls: 0 for no effect and ±100 for the full control effect
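A549 ARE_Fluc cells in 5% FBS OPTI-MEM were exposed to compounds in concentration-response for 18-24 h at 37 deg C. Viability was read by CellTiter-Fluor fluorescence (Ex 405/Em 525) after 30 min, before the luciferase read.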
Numbers without * were called inactive; i = inactive; ? = inconclusive; nt = not tested or not shown; [ ] = dose if it differs, or a comment. Unless noted, calls follow the shape of the dose curve; as a rule, active = well fitted curve in the direction sought with a large enough effect; inconclusive = small, poorly fitted or top-dose-only effect, or another doubt; inactive = no such curve, though single readings can be large; an effect the other way counts as inactive or inconclusive.

Every second line gives: MmCpn inh	CCT chaperon mod	Nrf2 block	HepG2 tox	Akt phos inh	Abeta yeast res	Nrf2 ARE act	TGFb SMAD3 inh	A549 tox
S=C(Nc1ccccc1)N1N=CCC1c1ccccc1 (stereo not given)
  -4%	-0.3	?	-4%	i	13%	2.5%	1%	-2%
COc1cccc(-c2nc(SCC(=O)Nc3nc(-c4ccccc4)c(C)s3)[nH]c(=O)c2C#N)c1
  -1%	0.3	1%	6%	i	-3%	0.2%	?	8%
COc1cc(OC)c(NC(=O)C2CC(=O)N(c3ccc4c(c3)OCCO4)C2)cc1Cl (stereo not given)
  -1%	-4.0	-27%	1%	i	0%	0.2%	7%	-5%
Cc1nc2cccnc2nc1C
  -3%	1.0	10%	-3%	i	0%	-0.4%	3%	-3%
COc1cccc(C2Nc3ccccc3NC3=C2C(=O)CC(C)(C)C3)c1 (stereo not given)
  0%	-2.1	-9%	2%	i	6%	0.0%[9.22 µM]	3%	-3%
Cc1cc(NC(=O)CSc2ccnc(=O)[nH]2)no1
  -1%	1.3	2%	-3%	i	4%	0.3%	0%	-3%
CCC1(C)NC(=O)N(CC(=O)Nc2sc3c(c2C(N)=O)CCC3)C1=O (stereo not given)
  -1%	2.4	20%	4%	i	13%	0.4%	7%	19%
O=C(O)c1cc2nc3c(c(C(F)(F)F)n2n1)CCCC3
  -1%	-0.8	2%	6%	i	1%	2.9%	0%	-1%
Cc1occc1C(=O)NNC(=O)Nc1ccc([N+](=O)[O-])cc1
  2%	0.1	-7%	-23%	i	-3%	0.3%	-9%	-5%
CCCOc1cccc(C(=O)N2CCN(C(=O)C3CCCO3)CC2)c1 (stereo not given)
  -3%	-0.5	-7%	-34%	i	-2%	-0.1%	-15%	-3%
COc1ccc(-c2nn(Cc3ccccc3)cc2C(=O)N2CCN(c3ncccn3)CC2)cc1
  1%	-3.3	?	3%	i	-1%	-0.2%	0%	-6%
COc1ccc(NS(=O)(=O)c2ccc(O)c(NC(=O)c3cc4c(C)nn(-c5ccc(F)cc5)c4s3)c2)cc1
  -1%	-4.0	?	-92%	i	14%	5.3%	?	?
CCC(C)NC(=O)c1ccccc1NC(=O)CN(c1ccc(OC)cc1)S(C)(=O)=O (stereo not given)
  1%	0.4	-10%	11%	i	2%	0.0%	-3%	-4%
Cc1cc(C)n(CCNC(=O)c2cc(COc3c(F)cccc3F)on2)n1
  3%	-2.2	-17%	6%	i	2%	0.2%	16%	3%
CCCC(=O)NNc1c2ccccc2nc2ccccc12
  -6%	-3.4	9%	-20%	i	0%	0.9%	-5%	-9%
O=C(/C=C/Nc1cccc(O)c1)c1ccccc1
  -4%	2.0	-18%	-10%	i	-31%[inhibitor]	14µM*	-4%	-17%
O=C(NC(=S)N1CCCC(O)C1)c1ccco1 (stereo not given)
  2%	-1.6	8%	-20%	i	5%	-0.8%	-18%	-9%
CN(C)C(=O)COC(=O)c1ccccc1Sc1ccccc1C#N
  -4%	-1.4	6%	-1%	i	-9%	2.8%	-1%	6%
O=C(c1cccs1)N1CCC(Cc2ccccc2)CC1
  0%	0.4	-3%	-19%	i	-10%	0.6%	-9%	2%
C=CCn1c(N)cc(=O)nc1SCC(=O)Nc1ccc2ccccc2c1
  0%	-2.0	6%	-41%	i	1%	3.2%	-28%	-3%
COc1ccc(-c2c3c(=O)n(C)c(=O)n(C)c3cn2-c2ccc(O)cc2)cc1
  0%	-9.2	4%	0%	i	-9%	-0.1%	-3%	0%
COc1ccc(-n2c(Cc3cccn3C)nnc2SCC(N)=O)cc1
  0%	-1.1	3%	-15%	i	14%	-1.1%	-5%	-1%
CCOC(=O)N1CCN(C(=O)CN(c2ccccc2F)S(=O)(=O)c2ccc(C)cc2)CC1
  nt	nt	-5%	-1%	nt	-15%	0.6%	-6%	4%
COc1ccc(OC)c(N(CC(=O)N2CCc3ccccc3C2)S(C)(=O)=O)c1
  -5%	0.7	?	-2%	i	6%	-0.7%	-25%	-14%
Fc1cccc(NC(=S)NCCCN2CCOCC2)c1
  -28%	-4.3	nt	-25%	i	5%	-1.3%	-15%	-1%
CC(C)C(=O)c1cc2c(cc1NC(=O)c1ccccc1F)OCCO2
  nt	nt	nt	-21%	nt	-13%	5.1%	?	0%
CCOC(=O)Oc1ccc(/C=C2\N=C(C)OC2=O)cc1
  -6%	1.3	11%	-2%	i	-16%	0.1%	-5%	3%
O=C(Nc1ccccc1)c1ccc(=O)n(Cc2cccc(Cl)c2)c1
  1%	-3.2	2%	-54%	i	14%	3.0%	-15%	5%
O=C(Cc1ccc(Cl)cc1)NNC(=S)NC(=O)c1cccs1
  3%	-3.8	-18%	-2%	i	?	0.0%	5%	0%
COc1ccc(C(CNC(=O)COc2ccccc2C)N2CCCCC2)cc1 (stereo not given)
  0%	0.4	5%	-19%	i	-11%	0.3%	-9%	2%
CCCCn1nnnc1C(CCSC)N1CCN(C/C=C/c2ccccc2)CC1 (stereo not given)
  nt	-0.6	nt	-19%	i	-4%	0.2%	?	nt
O=C1NC(Cc2c[nH]c3ccccc23)C(=O)N1CCOc1ccc(F)cc1 (stereo not given)
  1%	-0.1	4%	-46%	i	16%	0.0%	1%	-9%
CCCn1c(N)c(C(=O)CN(C)CC(=O)Nc2c(Cl)cccc2Cl)c(=O)[nH]c1=O
  -4%	-1.9	?	-3%	i	6%	-0.7%	-8%	-5%
COC(=O)C[C@H]1C[C@H]2c3cc(NS(=O)(=O)c4ccc(OC)cc4)ccc3O[C@H]2[C@H](CO)O1
  nt	-3.5	nt	-21%	i	-5%	0.0%	-6%	nt
Cc1ccc(S(=O)(=O)NC(=O)N2CCCC(C)(C)C2)cc1
  1%	-0.9	nt	3%	i	12%[9.22 µM]	-0.2%	8%	-4%
CS(=O)(=O)c1ccc2nc(NC(=O)CN3CCN(Cc4ccccc4)CC3)sc2c1
  -1%	0.0	6%	-28%	i	3%	0.2%	14%	18%
O=C(O)/C=C\C(=O)Nc1ccccc1C#Cc1ccccc1
  1%	-1.2	15%	-6%	i	-6%	?	3%	-7%
O=C(Nc1nc2ccccc2n1CCOc1ccccc1)c1ccco1
  -2%	-2.7	nt	-24%	i	-3%	14%	?	1%
CC(C)c1ccc(-c2nnc(N)s2)cc1
  1%	1.1	?	-12%	i	0%	0.5%	1%	4%
NC(=O)c1ccccc1OCc1nc2ccccc2s1
  -1%	-0.9	?	-29%	i	-11%	7.8%	25%	11%
CC1CCN(C2CCN(S(=O)(=O)c3ccc(C(F)(F)F)cc3)CC2)CC1
  3%	-0.2	-1%	-14%	i	3%	-0.1%	-14%	1%
Cc1nn(-c2ccc(Cl)cc2)c2[nH]c(=O)c(CNCc3ccc4c(c3)OCO4)cc12
  -3%	1.2	-1%	2%	i	-2%	5.5%	0%	-3%
Nc1cc(Cl)ccc1C(=O)OCC(=O)NC(=O)NCc1ccccc1
  -6%	-0.1	7%	-31%	i	38%	2.9%	?	10%
O=C(Nc1ncccc1Cl)c1cc2ccccc2o1
  -3%	-1.0	-6%	-19%	i	nt	?	5%	-1%
O=S(=O)(c1ccc(-c2cc(C(F)(F)F)on2)s1)N1CCN(c2ccccc2)CC1
  nt	nt	?	2%	nt	-9%	-0.1%	0%	0%
COC(=O)[C@H](C)N(Cc1ccc(Cl)c(Cl)c1)S(=O)(=O)CCNC1CCCC1
  -2%	-1.3	2%	-28%	i	11%	6.6%	-20%	-2%
COc1cc(N=c2c([N+](=O)[O-])nn(-c3ccc4c(c3)OCCO4)n2O)cc(OC)c1
  1%	-20	10%	-10%	i	-4%	3.0%	?	-10%
COc1ccc2oc(=O)c(C(=O)Nc3ccccc3O)cc2c1
  -4%	-3.2	11%	-15%	i	-6%	-0.7%	-10%	-12%
COc1ccc2nc(N3CCOCC3)cc(C)c2c1
  -11%	0.7	?	-16%	i	-3%	0.1%	?	-3%
COc1ccc(NS(=O)(=O)c2ccc3[nH]c(=O)[nH]c3c2)cc1OC
  0%	-0.1	1%	6%	i	-8%	-0.1%	-17%	7%

More entries follow:
Every second line gives: MmCpn inh	CCT chaperon mod	Nrf2 block	HepG2 tox	Akt phos inh	Abeta yeast res	Nrf2 ARE act	TGFb SMAD3 inh	A549 tox
CC(=O)Nc1ccc(C(=S)NCc2ccco2)cc1
  0%	2.3	-1%	19%	i	-4%	2.7%	-5%	-1%
CCC(=O)c1c(NCCc2ccccc2)cc(C)oc1=O
  -3%	-3.2	-14%	1%	i	-4%	-0.2%	-3%	7%
CCOC(=O)c1c(NC(=O)c2ccc(N3C(=O)C4C5C=CC(C5)C4C3=O)cc2)sc2c1CCCC2 (stereo not given)
  -5%	-2.2	?	1%	i	6%	-0.2%	7%	-15%
CSc1ncc(Cl)c(C(=O)N(Cc2ccc(N(C)C)cc2)Cc2ccco2)n1
  nt	nt	?	0%	nt	-8%	?	-24%	13%
CC(=O)Nc1ccc(NC(=O)C(C)OC(=O)c2c(C)nn(-c3ccccc3)c2Cl)cc1 (stereo not given)
  -3%	-0.4	-18%	-1%	i	11%	0.1%	-6%	-5%
COc1ccc(C(=O)NNC(=O)C(=O)N2CCCCC2)cc1OC
  2%	1.8	1%	0%	i	-12%	0.8%	21%	-12%
